Vif-APOBEC3F blk: qHTS for Inhibitors of Vif-A3F Interactions: qHTS; HeLa A3F-eYFP + Vif (tagged APOBEC3F with the HIV-1 protein that degrades it), YFP fluorescence increase; Potency, µM (titrated, usually from 46.1 µM), for inactives: at the top dose activity, negative = active; 390,000 tested, 0.2% active; note: potency is the fitted concentration of half-maximal effect; % of control where 0% means no effect; nearly all actives have a fitted effect of over 65% in size
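HeLa cells stably expressing A3F-eYFP plus Vif, plated and incubated overnight at 37 deg C, then exposed to compounds overnight at 37 deg C. Blocked degradation read as raised yellow fluorescence (Ex 488/Em 500-530).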
RXFP1 antag: qHTS Assay for Antagonists of the Relaxin Receptor RXFP1. Relaxin receptor 1 (Homo sapiens), Q9HBX9. HEK293-RXFP1, relaxin-stimulated cAMP HTRF, 30 min; stronger effect = lower value. activity change, negative = inhibition, % at 57.5 µM. 350,000 tested, 0.59% active. AID 1259400, 2018;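 active = activity change of -60% or lower, but not beyond a set lower limit; inconclusive = change between -60% and -40%, or beyond the set limit; inactive = change above -40%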; note: % is set by controls: 0 for no effect and ±100 for the full control effect
Glioma ERSR ind: qHTS for Inducers of the Endoplasmic Reticulum Stress Response (ERSR) in Human Glioma: qHTS | U87-MG GRP78 promoter luciferase reporter, 16 h | Potency, µM, inactives show at the top dose activation, most hits filed as activators | 420,000 tested, 0.02% active | AID 602332, 2012; note: potency is the fitted concentration of half-maximal effect; series mostly up to about 76 µM; % of control where 0% means no effect; nearly all actives have a fitted effect of over 35% in size
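Stably transfected U87-MG human glioma cells carrying a GRP78-based luminescent sensor were seeded at 1000 cells/well, pin-dosed with compounds and incubated 16 h. Luciferase reagent was then added, and end-point luminescence was read after 10 min at room temperature.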
RXFP1 agonist: qHTS Assay for Agonists of the Relaxin Receptor RXFP1; Relaxin receptor 1 (Homo sapiens), Q9HBX9; HEK293T-RXFP1 cAMP TR-FRET, 30 min; response scale: percent of porcine relaxin response, buffer zero; Potency, µM (highest dose often 57.5 µM), for the others: at the top dose activation, hits mostly activators; 370,000 tested, 0.3% active; note: potency is the fitted concentration of half-maximal effect; % is set by controls: 0 for no effect and ±100 for the full control effect; nearly all actives have a fitted effect of over 60% in size; many of its hits are not listed in these tables
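cAMP rise read by TR-FRET after 30 min, 37C compound exposure (up to 58 uM) in RXFP1-transfected HEK293 cells with Ro 20174 present. EC50 from Hill-equation fits, with 29 nM porcine relaxin as 100% and buffer as basal.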
D1 ag: Allosteric Agonists of the Human D1 Dopamine Receptor: qHTS; HEK293 T-REx D1 cells, calcium flux, agonist mode; AID 504660, 2011; D(1A) dopamine receptor (Homo sapiens), P21728; 360,000 tested, 1% active; activation, % at 2 µM; in the data active = activation above about 30%; note: 0% is about no effect
Target sequence (P21728 whole entry, looked up): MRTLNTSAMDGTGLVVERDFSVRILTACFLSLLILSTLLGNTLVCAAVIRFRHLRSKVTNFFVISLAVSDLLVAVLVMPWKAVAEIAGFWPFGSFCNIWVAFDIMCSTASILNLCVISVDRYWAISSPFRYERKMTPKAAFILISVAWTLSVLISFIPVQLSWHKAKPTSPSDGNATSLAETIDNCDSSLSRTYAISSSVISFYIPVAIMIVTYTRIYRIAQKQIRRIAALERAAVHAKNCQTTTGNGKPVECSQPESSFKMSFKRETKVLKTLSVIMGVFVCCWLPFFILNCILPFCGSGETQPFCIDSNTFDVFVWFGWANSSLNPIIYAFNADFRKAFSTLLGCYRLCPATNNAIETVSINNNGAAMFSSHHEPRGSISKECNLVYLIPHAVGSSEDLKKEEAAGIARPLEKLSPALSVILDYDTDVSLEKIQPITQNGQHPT
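Agonism was scored from calcium flux recorded over 180 s (1 read/s) after pintool compound addition, following a 10-cycle baseline. Cells were inducible force-coupled HEK293 TREx D1, plated overnight at 30 C and loaded with no-wash calcium dye.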
Vif-A3G inh: qHTS for Inhibitors of Vif-A3G Interactions: qHTS; DNA dC->dU-editing enzyme APOBEC-3G (Homo sapiens), Q9HC16; HeLa A3G-eYFP + Vif (tagged APOBEC3G with the HIV-1 protein that degrades it), YFP fluorescence, overnight; Potency, µM (highest dose often 46.1 µM), without a hit: at the top dose activity, negative = active, most hits filed as inhibitors; 410,000 tested, 0.076% active; AID 602310, 2012;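 note: potency is the fitted concentration of half-maximal effect; % is set by controls: 0 for no effect and ±100 for the full control effect; nearly all actives have a fitted effect of over 60% in size; hits raise eYFP signal because A3G escapes Vif-driven loss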
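Read-out is eYFP fluorescence (Ex 488/Em 500-530) from Vif-expressing HeLa A3G-eYFP cells; more signal means A3G escaped Vif-mediated degradation. Cells plated overnight, compound pinned in, incubated overnight at 37 deg C.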
D1 PAM: Potentiators of Human D1 Dopamine Receptor: qHTS; 360,000 tested, 0.036% active; AID 504651, 2011; D(1A) dopamine receptor (Homo sapiens), P21728; potentiation, % at 10 µM; HEK293 TREx D1 cells, calcium flux, dopamine EC20 potentiation; in the data active = potentiation above about 30%; note: 0% is about no effect
D2 PAM: HTS Assay for Positive Allosteric Modulators of the Human D2 Dopamine Receptor: Primary Screen for Potentiators. D(2) dopamine receptor (Homo sapiens), P14416. HEK293 T-REx D2, calcium flux, EC20 dopamine potentiation. potentiation, % at 10 µM. 340,000 tested, 0.34% active. AID 485347, 2010;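 active = potentiation over 3 SD above the plate norm, cut at about 30% in these data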; note: 0% is about no effect
Target sequence (P14416 whole entry, looked up): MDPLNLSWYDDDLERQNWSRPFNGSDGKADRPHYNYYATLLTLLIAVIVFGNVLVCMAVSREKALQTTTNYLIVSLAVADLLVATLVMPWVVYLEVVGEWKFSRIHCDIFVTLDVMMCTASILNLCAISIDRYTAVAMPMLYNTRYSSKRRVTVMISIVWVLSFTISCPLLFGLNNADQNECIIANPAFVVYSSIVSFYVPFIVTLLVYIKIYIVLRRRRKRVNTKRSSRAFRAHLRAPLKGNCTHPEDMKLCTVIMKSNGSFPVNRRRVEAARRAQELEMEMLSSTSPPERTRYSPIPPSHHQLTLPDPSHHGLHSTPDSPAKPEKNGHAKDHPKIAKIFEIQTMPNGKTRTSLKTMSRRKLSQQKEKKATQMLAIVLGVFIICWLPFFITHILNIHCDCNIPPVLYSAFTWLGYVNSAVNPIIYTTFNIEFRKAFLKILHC
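Potentiation of an EC20 dopamine calcium response measured kinetically over 180 s, after a preceding 180 s compound-only read flagging agonists. Cells: inducible Hek293 Trex D2 line, 4000/well, cultured overnight at 30 C before dye loading.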
D1 antag: Antagonist of Human D 1 Dopamine Receptor: qHTS. activity change, negative = inhibition, % at 10 µM. HEK293 TREx D1 cells, calcium flux, dopamine EC80; stronger effect = lower value. D(1A) dopamine receptor (Homo sapiens), P21728. AID 504652, 2011. 360,000 tested, 3.2% active; in the data active = activity change below about -30%; note: % is set by controls: 0 for no effect and ±100 for the full control effect
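HEK293 T-REx cells expressing inducible, force-coupled D1 receptor; no-wash Ca dye, 30–90 min RT. Cmpd → 180 s read at 1 Hz → EC80 DA → 180 s read.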
The depositor's hits bear a star; ? = inconclusive; nt = no result given. Unless noted, calls come from the whole dose curve; as a rule, active = well fitted curve in the direction sought with a large enough effect; inconclusive = small, poorly fitted or top-dose-only effect, or another doubt; inactive = no such curve, though single readings can be large; an effect the other way counts as inactive or inconclusive. Not all compounds are listed; rates above refer to the full screens.

SMILES,Vif-APOBEC3F blk,RXFP1 antag,Glioma ERSR ind,RXFP1 agonist,D1 ag,Vif-A3G inh,D1 PAM,D2 PAM,D1 antag
CC(=O)Nc1ccc(S(=O)(=O)Nc2ccc(S(=O)(=O)Nc3nc(C)cc(C)n3)cc2)cc1,3.7%,-26.6,-5.2%,-4.1%,3.5,0.5%,-1.1,-7.4,-20.5
CCOc1cc(N2CCOCC2)c(OCC)cc1NC(=O)Cc1cccc2ccccc12,-2.8%,-7.6,2.4%,1.1%,3.0,0.5%,1.4,-1.8,26.2
CCc1nn2c(=O)cc(COC(=O)c3cccc(NC(=O)c4ccccc4C)c3)nc2s1,-6.2%,3.7,-0.9%,1.0%,-1.7,-9.1%,0.1,8.0,-4.4
CCOc1ccccc1NC(=O)c1ccc2c(c1)C(=O)N(C(C)(C)C)C2=O,-8.0%,7.4,-5.6%,-3.0%,0.4,0.1%,-11.2,8.1,20.3
CCOc1ccc2nc(N3CCCC(C(=O)NCC4CCCO4)C3)sc2c1 (stereo not drawn),0.4%,4.2,-2.9%,-1.5%,0.0,3.4%,1.1,5.9,13.9
Cc1cccc(-c2nc(CS(=O)CC(=O)NCc3ccc(Cl)cc3)c(C)o2)c1 (stereo not drawn),-11.4%,-24.7,-5.1%,0.2%,6.5,-3.6%,2.9,-3.4,-7.5
CS(=O)(=O)N1CCN(C(=O)CCC2CCCC2)CC1,0.0%,3.9,-3.1%,-4.1%,3.8,-0.4%,-6.0,1.4,46.6
COc1ccc(S(=O)(=O)N2CCC3(CC2)OCCN3S(=O)(=O)c2c(C)cc(C)cc2C)cc1,5.5%,-25.8,-4.5%,1.4%,2.3,2.5%,-3.4,6.7,-4.6
N#C/C(=C1/C(=O)Nc2ccc(Br)cc21)c1ccccn1,-1.2%,-8.9,-1.1%,-1.8%,2.1,-8.3%,-2.7,-3.8,1.1
O=[N+]([O-])c1ccc(F)cc1F,-5.8%,nt,-4.8%,0.4%,-0.1,-0.8%,-1.4,6.4,nt
O=C(c1cccc(S(=O)(=O)Nc2ccccc2Cl)c1)N1CCC1,7.1%,-10.6,0.0%,-1.4%,0.3,-0.8%,1.9,3.4,-16.3
O=C(NCC(=O)N(CC1CCCO1)C(C(=O)NC1CCCC1)c1ccc(F)cc1)c1ccco1 (stereo not drawn),-4.9%,1.2,-4.7%,1.7%,0.1,-5.5%,-1.1,12.9,-6.8
Cc1cc(-c2nc(C)c(C(=O)NNS(=O)(=O)c3cccc(C(F)(F)F)c3)s2)no1,4.8%,6.2,-3.6%,0.3%,0.2,1.1%,7.0,-8.1,-0.3
COc1ccc(OC)c2sc(NC(=O)C3COc4ccccc4O3)nc12 (stereo not drawn),-6.3%,2.3,-0.3%,nt,nt,-23.7%,nt,nt,nt
O=C(NCCC(=O)N1CCN(Cc2c(F)cccc2Cl)CC1)c1ccc(Cl)cc1,0.3%,-7.5,-2.4%,1.7%,0.6,-7.2%,-4.8,3.1,-6.6
Cc1ccc(C(=O)N2CCN(Cc3ccc4c(c3)OCO4)CC2)cc1[N+](=O)[O-],-3.1%,-3.3,-4.9%,0.0%,1.3,0.0%,-7.8,-5.2,10.3
Cc1n[nH]c(=S)n(/N=C/c2cccc([N+](=O)[O-])c2)c1=O,-2.8%,-15.1,4.4%,5.9%,1.8,0.3%,6.5,9.7,-3.7
CCCCC1(C)NC(=O)c2c(C)sc(C(=O)OCC)c2N1 (stereo not drawn),-11.5%,-10.4,-5.4%,-1.0%,6.0,-3.6%,-1.3,2.7,-11.2
CN(C)CC(C)(C)NS(=O)(=O)c1ccc(Cl)cc1,-7.1%,11.1,-2.6%,-0.8%,2.8,-2.8%,1.9,2.8,7.2
CCc1nn(CC(=O)NCCCN2CCOCC2)c(=O)c2cc3cc(F)ccc3n12,0.6%,11.2,-2.7%,14.3%,-0.4,1.1%,-12.5,16.8,-73.7*
CC(C)c1nc2sc3ccccc3c(=O)c2c(=O)n1Cc1ccccc1,4.6%,-4.3,-4.6%,0.4%,0.6,-3.1%,0.8,-0.1,3.3
O=C(NCC1CC1)c1onc(CSc2nc3ccccc3[nH]2)c1C(=O)NCC1CC1,4.9%,nt,-4.8%,-4.3%,3.2,-10.0%,-0.8,-1.2,-20.9
Cc1cc(NC(=O)CCN2CCN(CCO)CC2)ccc1Br,-1.0%,8.9,-1.5%,-1.8%,2.0,-0.2%,2.4,-3.7,3.3
CCOc1ccc(CNC(=O)C(C)n2ccc3cc(S(=O)(=O)N4CCCC4)ccc32)cc1 (stereo not drawn),-2.4%,5.7,-2.7%,2.7%,5.2,1.3%,-1.9,9.2,0.7
COc1ccc(CNC(=O)COC(=O)c2cncc(Br)c2)cc1,5.1%,-11.4,-7.1%,2.2%,0.8,-0.4%,-8.3,-8.9,-12.7
COc1ccc(CC(=O)O/N=C(\N)c2ccncc2)cc1OC,5.7%,-8.7,-2.7%,nt,nt,-7.1%,nt,nt,nt
CN(C)CCCN(C(=O)COc1ccc(Cl)cc1)c1nc2cc3c(cc2s1)OCCO3,1.8%,-18.3,-5.0%,-0.9%,9.9,-3.7%,-0.5,10.5,14.2
Cc1cc2nnc(SCC(=O)N(C)C3CCS(=O)(=O)C3)n2c2ccccc12 (stereo not drawn),4.3%,5.3,-0.1%,?,2.1,1.4%,-5.4,11.4,29.2
COc1ccc(N2CCN(c3nc(-c4cccs4)nc4ccccc34)CC2)cc1,11.3%,-8.6,-5.9%,1.2%,1.5,1.8%,-1.2,5.2,8.1
CCOC(=O)N1CCC(NC(=O)c2ccc3c(c2)N(Cc2cc(C)ccc2C)C(=O)c2ccccc2S3(=O)=O)CC1,nt,-21.2,nt,-0.9%,2.9,nt,-3.8,1.3,-9.5
CCCCNC(=S)NCCN1CCCCC1,10.0%,1.3,-6.5%,-0.4%,1.6,-1.1%,-4.0,11.9,-9.5
Cc1ccc(N2CC(C(=O)Nc3ccc4c(c3)OCCO4)CC2=O)cc1C (stereo not drawn),-4.5%,-12.2,-0.4%,0.1%,-0.7,-3.8%,-5.5,-5.7,-10.4
Cc1nc2ccc(NC(=O)N3CCN(c4ccccn4)CC3)cc2s1,3.1%,-7.2,-0.7%,1.0%,-0.9,0.8%,0.7,0.3,-18.1
COC(=O)c1ccc(S(=O)(=O)NCc2ccccc2)n1C,1.5%,-19.2,-6.0%,-4.0%,5.3,-1.2%,2.7,nt,-26.5
CCOc1ccc(OCCC(=O)OCC(=O)N(CC)c2c(N)n(Cc3ccccc3)c(=O)[nH]c2=O)cc1,-3.7%,-0.2,-2.2%,nt,nt,-7.7%,nt,nt,nt
CCOC(=O)c1[nH]c2ccccc2c1NC(=O)c1ccc(S(=O)(=O)N(C)C)cc1,2.2%,nt,-3.6%,-0.1%,-2.7,0.4%,-4.5,3.8,-14.4
O=C(NCC1CCCO1)c1cc2nc(-c3ccco3)cc(C(F)(F)Cl)n2n1 (stereo not drawn),-9.3%,8.2,0.6%,0.1%,7.6,5.3%,-0.7,-2.2,-8.0
CC(C)Oc1ccc(C(=O)NCCCNC(=O)c2cccnc2)cc1,-8.1%,-2.1,-3.9%,3.9%,1.6,-0.4%,-2.0,-7.2,-0.3
O=C(CNC(=O)c1ccc(Cl)cc1)OCCN1C(=O)c2ccccc2C1=O,3.6%,12.9,-2.1%,1.5%,0.1,2.4%,0.4,13.7,-9.6
C[C@@]12C(=O)Nc3ccc(Br)cc3C(=O)N1[C@H]1c3cc(Cl)ccc3OC[C@@H]1[C@@H]2c1ccccc1,11.8%,nt,-2.9%,-0.2%,9.3,-0.8%,-5.3,-3.5,2.9
CCCc1c(C(=O)NNc2ccccc2OC)cnn1-c1ccccc1,-15.9%,-14.8,2.5%,-2.5%,3.7,3.3%,-0.9,nt,6.0
Cc1c(Cl)cccc1-c1ccc(CNCCCSc2nnnn2C)o1,-4.8%,-6.7,-2.9%,-0.8%,68.7*,0.4%,-0.4,-37.2,-35.0*
Nc1nc(-c2ccc(Cl)cc2)nn1C(=O)c1ccco1,5.3%,13.2,-3.2%,0.4%,3.5,-0.8%,-5.2,-0.8,-8.4
CCCCOc1c(Cl)cc(C(=O)N2CCN(CC(=O)N3CCCC3)CC2)cc1OCC,-26.2%,-4.5,-1.6%,-1.1%,1.7,-4.7%,-1.6,-1.4,11.4
CCOC(=O)C(C)n1cnc2c(nnn2Cc2ccc(C)cc2)c1=O (stereo not drawn),-6.0%,0.5,-4.6%,1.1%,2.7,-4.7%,-2.4,-1.2,2.0
COc1ccc(S(=O)(=O)Nc2ccccc2C(N)=O)cc1OC,4.6%,1.5,-1.5%,-1.1%,1.6,-0.1%,1.2,10.2,9.0
CC(=O)Oc1c(I)cc(I)cc1C(=O)Nc1ccc(Cl)cc1,11.1%,-96.5*,-0.3%,4.2%,19.7,-6.5%,-6.3,14.7,-25.8
O=C(Oc1ccc(Cl)c2ccccc12)N1CCCCC1,-19.1%,-13.7,8.3%,1.7%,-1.3,-4.3%,0.9,-1.9,1.0

Source: PubChem BioAssay (National Center for Advancing Translational Sciences (NCATS))
